Screens as filed in PubChem BioAssay.
ANO1 activ – activates or potentiates the mouse TMEM16A chloride channel; 0.3% of 340,000 active; AID 623877; B-score at 10 µM; HEK293 TMEM16A/YFP-H148Q/I152L, iodide quench fluorescence; stronger effect = lower value;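 active = fluorescence-ratio B-score plate-corrected deviation score at least 3 library SD below zero, with starting fluorescence score within 5 deviations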;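 also: channel opened by trigger with iodide after compound preincubation; score built on the fluorescence ratio of max minus min over baseline; more negative score means more quench and so TMEM16A activation or potentiation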
MrgX1 PAM – human MrgX1 positive allosteric modulation, primary screen; MrgX1-HEK293, Fluo-4 calcium flux, FDSS; stronger effect = higher value; AID 588675; B-score at 10 µM; 0.63% of 310,000 active;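 active = plate-corrected calcium response at least 3 library SD above typical, normal starting fluorescence, not activating the receptor alone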;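 also: compound read alongside a low EC10 to EC30 dose of BAM8-22 agonist; peak minus trough fluorescence over baseline measured at the second addition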
TMEM16A inh – mouse TMEM16A channel inhibition, primary screen; Q8BHY3; HEK293 TMEM16A/YFP iodide influx fluorescence, ionomycin; normalized B-score (activity score, 25-100; higher = stronger inhibition) at 10 µM; 1.2% of 310,000 active;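 active = ratio plate-corrected score three or more library SD toward inhibition, starting fluorescence score within five deviations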;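 also: score derived from kinetic fluorescence span divided by baseline fluorescence per well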
RGS4 inh – inhibitors of human RGS4; AID 463165; 0.45% of 310,000 active; P49798; HEK293 M3R/RGS4 inducible, Fluo-4 calcium flux; stronger effect = higher value; triggered by carbachol at its EC20; B-score at 10 µM;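 active = B-score, a plate-corrected calcium signal, over three deviations above library mean, with baseline fluorescence within five deviations of library mean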;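 also: RGS4 expression induced by doxycycline in cells with stable M3 receptor; B-score is computed from the integrated fluorescence ratio over baseline after carbachol; higher B-score means a larger calcium signal and so more RGS4 inhibition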
TRPC6 inhibitor – inhibitors of mouse TRPC6 channel | Q61143 | HEK293-TRPC6, membrane potential dye, ACh-evoked depolarization; stronger effect = lower value | B-score at 10 µM | 1.1% of 310,000 active | AID 2553;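 active = B-score under library mean minus 3 SD, initial fluorescence not abnormally high, positive integrated signal ratio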;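 also: B-score derived from integrated fluorescence ratio over the kinetic read; more negative B-score means stronger inhibition of depolarization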
TRPC6 act – mouse TRPC6 channel activation. HEK293-TRPC6 membrane potential dye fluorescence; stronger effect = higher value. B-score at 10 µM. 0.13% of 310,000 active. AID 2550;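 active = B-score of the integrated fluorescence ratio above library mean plus 3 SD, and starting fluorescence ratio within library mean plus 5 SD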;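 also: higher score means more depolarization so channel activation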
TRPC4 PAM – allosteric potentiators of mouse TRPC4 channel; HEK293 TRPC4beta/mu-opioid, DAMGO EC20, Fluo-4 Ca2+ flux; stronger effect = higher value; B-score at 10 µM; 0.42% of 310,000 active;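 active = B-score of calcium response area above 5 SD of library B-scores, with initial fluorescence ratio within 5 SD of library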;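 also: B-score of integrated fluorescence ratio over time as area under calcium response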
Target sequence (Q9QUQ5 whole entry, looked up): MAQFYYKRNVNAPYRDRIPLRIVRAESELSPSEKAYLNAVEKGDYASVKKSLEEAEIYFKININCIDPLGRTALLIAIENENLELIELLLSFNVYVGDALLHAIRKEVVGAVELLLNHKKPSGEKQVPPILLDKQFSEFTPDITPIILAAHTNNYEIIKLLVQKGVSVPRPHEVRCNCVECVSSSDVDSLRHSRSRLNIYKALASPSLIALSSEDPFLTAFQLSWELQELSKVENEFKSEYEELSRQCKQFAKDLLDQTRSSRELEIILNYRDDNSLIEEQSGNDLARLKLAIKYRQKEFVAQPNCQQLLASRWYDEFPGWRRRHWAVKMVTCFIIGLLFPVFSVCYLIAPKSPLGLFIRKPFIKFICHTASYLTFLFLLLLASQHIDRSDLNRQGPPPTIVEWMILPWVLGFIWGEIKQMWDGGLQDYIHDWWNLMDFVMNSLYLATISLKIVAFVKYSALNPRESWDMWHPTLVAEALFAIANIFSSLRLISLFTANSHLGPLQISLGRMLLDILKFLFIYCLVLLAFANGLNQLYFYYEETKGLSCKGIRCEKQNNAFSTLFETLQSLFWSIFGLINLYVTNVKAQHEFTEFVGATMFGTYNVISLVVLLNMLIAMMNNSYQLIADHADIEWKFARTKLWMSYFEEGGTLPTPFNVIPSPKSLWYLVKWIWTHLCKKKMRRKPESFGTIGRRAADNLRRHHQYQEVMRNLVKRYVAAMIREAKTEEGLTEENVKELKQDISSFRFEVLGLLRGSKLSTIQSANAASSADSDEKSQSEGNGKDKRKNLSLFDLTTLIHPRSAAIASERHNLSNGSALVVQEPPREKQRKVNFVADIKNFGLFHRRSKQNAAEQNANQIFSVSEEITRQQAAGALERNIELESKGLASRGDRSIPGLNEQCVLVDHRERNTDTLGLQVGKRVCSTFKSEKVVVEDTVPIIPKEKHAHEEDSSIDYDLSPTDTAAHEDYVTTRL
MrgX1 ag – human MrgX1 receptor agonism, primary screen | Q96LB2 | MrgX1-HEK293 cells, Fluo-4 calcium fluorescence, agonist mode; stronger effect = higher value | B-score at 10 µM | 0.44% of 310,000 active | AID 588627;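 active = calcium response B-score plate-corrected fluorescence ratio at least 3 library SD, with starting fluorescence B-score inside 5 SD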
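Material: HEK293 cells stably expressing human MrgX1 receptor | Quantity: 15,000 cells per well | Times: Cells plated overnight, dye loaded 0.5 h 37 °C, 0.5 h room temperature | Measured by: Kinetic Fluo-4 NW fluorescence of intracellular calcium | Control set: Positive and negative controls per plate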
TRPC4 agonist – activators of mouse TRPC4 channel; HEK293 TRPC4beta/mu-opioid, Fluo4 calcium fluorescence; stronger effect = higher value; B-score at 10 µM; 0.49% of 310,000 active; AID 2237;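 active = B-score above 5 SD of library B-scores, and initial fluorescence ratio not above library mean plus 5 SD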;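 also: positive B-score marks a calcium rise read as TRPC4 activation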
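Assay system – TRPC4beta and mu-opioid receptor HEK293 stable cells · Measured by – Fluo4 fluorescence, kinetic · Schedule – dye loading 45 min room temperature, 110 s kinetic read · Read-out – B-scored integrated calcium fluorescence ratio · Controls – buffer and maximal DAMGO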
TRPC4 block – inhibitors of mouse TRPC4 channel. Q9QUQ5. HEK293 TRPC4beta/mu-opioid, DAMGO-evoked Fluo4 calcium flux; stronger effect = lower value. B-score at 10 µM. 0.39% of 300,000 active. AID 2247;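 active = B-score over 3 SD under the library average, no early fluorescence shift, positive overall ratio signal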
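Material: HEK293 cells with stable TRPC4beta plus mu-opioid receptor expression / Probe or stimulus: DAMGO in two steps, submaximal then maximal / Compound: single concentration per test compound / Technique: kinetic Fluo4 fluorescence imaging of calcium influx / Read-out: per-well B score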
MrgX1 antag – antagonists of human MrgX1 receptor | 1.3% of 310,000 active | Q96LB2 | MRGX1-HEK293 calcium flux, Fluo-4, BAM8-22 antagonism; stronger effect = lower value | B-score at 10 µM;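 active = calcium-response B-score plate-corrected more than 3 library SD below zero, starting fluorescence within 5 deviations, no agonist response on first addition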;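 also: peak minus trough fluorescence over baseline after final BAM8-22 challenge near maximal dose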
Starred values were filed as active, the others as inactive; i = inactive; / = no result given.

SMILES | ANO1 activ | MrgX1 PAM | TMEM16A inh | RGS4 inh | TRPC6 inhibitor | TRPC6 act | TRPC4 PAM | MrgX1 ag | TRPC4 agonist | TRPC4 block | MrgX1 antag
CCn1cc(CNC(=O)CC2C(=O)NCCN2CC(c2ccccc2)c2ccccc2)cn1 (configuration not stated) | i | i | i | i | i | i | i | i | i | i | i
COc1cccc(-c2cc3nc4c(c(NCC(C)(C)CN(C)C)n3n2)CCCC4)c1 | i | i | i | i | i | i | i | i | i | i | i
Cc1cc(C)c2c(CN3CCC(C)CC3)cc(=O)oc2c1 | i | i | i | i | i | i | i | i | i | i | i
CNc1cc(N2CCCCCC2)ccc1[N+](=O)[O-] | i | i | i | i | i | i | i | i | i | i | i
CCn1cc(-c2nnnn2-c2ccc(Cl)cc2)c(=O)c2ccccc21 | i | i | i | i | i | i | i | i | i | i | i
CCN(CC(=O)Nc1ccc(NC(C)=O)cc1)C(=O)CC1OC(=O)c2ccccc21 (configuration not stated) | i | i | i | i | i | i | i | i | i | i | i
CN1CCc2nc(NC(=O)c3cccc(OC(F)F)c3)sc2C1 | i | i | i | i | i | i | i | i | i | i | i
COc1ccc(-n2ccnc2SCC(=O)NCc2ccc(F)cc2)c(OC)c1 | i | i | i | i | i | i | i | i | i | i | i
CCNC(=O)c1ccc2c(c1)C1C3CCC(C3)C1C(c1ccccc1)N2 (configuration not stated) | -6.7* | i | i | i | i | i | i | i | i | i | i
Cn1c(C(=O)OCC(=O)NCc2cccs2)cc2sccc21 | i | i | i | i | i | i | i | i | i | i | i
Clc1ccc(Sc2ccc(/C=N/n3cnnc3)o2)cc1 | i | i | i | i | i | i | i | i | i | i | i
CCCCC(=O)Nc1ccc(C(=O)Nc2nc(CC(=O)OCC)cs2)cc1 | i | i | i | i | i | i | i | i | i | i | i

Complete entries, looked up by structure. Order of screens: ANO1 activ	MrgX1 PAM	TMEM16A inh	RGS4 inh	TRPC6 inhibitor	TRPC6 act	TRPC4 PAM	MrgX1 ag	TRPC4 agonist	TRPC4 block	MrgX1 antag
Clc1ccc(Sc2ccc(/C=N/n3cnnc3)o2)cc1 across the screens: i	i	i	i	i	i	i	i	i	i	i
CCn1cc(-c2nnnn2-c2ccc(Cl)cc2)c(=O)c2ccccc21 across the screens: i	i	i	i	i	i	i	i	i	i	i

(further entries)
SMILES | ANO1 activ | MrgX1 PAM | TMEM16A inh | RGS4 inh | TRPC6 inhibitor | TRPC6 act | TRPC4 PAM | MrgX1 ag | TRPC4 agonist | TRPC4 block | MrgX1 antag
C=CCOc1ccc(C(=O)Nc2ccccc2C(=O)NCc2cccnc2)cc1 | i | i | i | i | i | i | i | i | i | i | i
Cc1ccc(C(=O)N2CC(C)OC(C)C2)c(Cl)c1 (configuration not stated) | i | i | i | i | i | i | i | i | i | i | i
CN1C(=O)CC(N2CCN(C(=O)CN3CCCC3)CC2)C1=O (configuration not stated) | i | i | i | i | i | i | i | i | i | i | i
CCC(=O)Nc1cccc(NC(=O)c2ccc3c(c2)OCO3)c1 | i | i | i | i | i | i | i | i | i | i | i
COc1ccccc1CNC(=O)C1CCN(c2ncnc3c2nc2n3CCCCC2)CC1 | i | i | i | i | i | i | i | i | i | i | i
CC(=O)NS(=O)(=O)c1ccc(NC(=S)NC(=O)COc2ccccc2C)cc1 | i | i | i | i | i | i | i | i | i | i | i
CNC(=O)CS(=O)(=O)CC(=O)Nc1cc(OCCOC)c(Cl)cc1Cl | i | i | i | i | i | i | i | i | i | i | i
CC(=O)Nc1sc2c(c1CN1CCN(C)CC1)CCCC2 | i | i | i | i | i | i | i | i | i | i | i
O=c1[nH]c(SCc2n[nH]c(=S)n2-c2ccccc2)nc2ccccc12 | i | i | i | i | i | i | i | i | i | i | i
COc1ccccc1CCNC(=O)CCn1c(=O)c2cccn2c2ccc(F)cc21 | i | i | i | i | i | i | i | i | i | i | i
CC(NC(=O)Cc1ccccc1)c1nc2ccccc2[nH]1 (configuration not stated) | i | i | i | i | i | i | i | i | i | i | i
Cc1nnc(NC(=O)CCCN2C(=O)c3ccccc3C2=O)s1 | i | i | i | i | i | i | i | i | i | i | i
CC1(C)CC(=O)C(Sc2ccccc2)=C(O)C1 | i | i | i | i | i | i | i | i | i | i | i
Cc1cc(C(=O)NCC(=O)OCC(=O)N(C)C2CCCCC2)ccc1[N+](=O)[O-] | i | i | i | i | i | i | i | i | i | i | i
O=C(CCl)NCc1c(Cl)cccc1-n1cccc1 | i | i | 25* | i | i | i | i | i | i | i | i
Cc1ccc(C(=O)N2CCN(c3ccccc3)CC2)cc1S(=O)(=O)N1CCOCC1 | i | i | i | i | i | i | i | i | i | i | i
CCOc1cccc(OCCn2cnc3ccccc3c2=O)c1 | i | i | i | i | i | i | i | i | i | i | i
CC1(C)NC(=O)N(CCOc2cccc(Cl)c2Cl)C1=O | i | i | i | i | i | i | i | i | i | i | i
O=S(=O)(Cc1ccccc1)N1CCN(C/C=C/c2ccccc2)CC1 | i | i | i | i | i | i | i | i | i | i | i
CC1CCC(NC(=O)CC(NC(N)=O)c2ccccc2Cl)CC1 (configuration not stated) | i | i | i | i | i | i | i | i | i | i | i
N#C/C(=C/c1ccc(-c2ccccc2[N+](=O)[O-])o1)C(N)=O | i | i | i | i | i | i | i | i | i | i | i
Cc1ccc(-c2cnc(C3CC3)o2)cc1S(=O)(=O)Nc1ccccc1 | i | i | i | i | i | i | i | i | i | i | i
CC(C)C[C@H](NC(=O)c1nc[nH]c1C(=O)N[C@@H](CC(C)C)C(=O)OCc1ccccc1)C(=O)OCc1ccccc1 | i | i | i | i | i | i | i | i | i | i | i
CCn1cc(S(=O)(=O)NC2CCCCC2)cn1 | i | i | i | i | i | i | i | i | i | i | i
O=C(Cc1c(C(=O)O)[nH]c2ccccc12)NC1CCCC1 | i | i | i | i | i | i | i | i | i | i | i
Cc1csc(SCC(=O)NCc2ccc3c(c2)OCO3)n1 | i | i | i | i | i | i | i | i | i | i | i
Cc1ccccc1Nc1c(C)c(C)nc2ncnn12 | i | i | i | i | i | i | i | i | i | i | i
O=C(Nc1sc2c(c1C(=O)O)CCC2)c1ccccc1F | i | i | i | i | i | i | i | i | i | i | i
COc1cccc(NC(=O)NCc2c(-c3ccccc3)noc2C)c1 | i | i | i | i | i | i | i | i | i | i | i
O=C(O)c1ccc(CNCc2ccc(Cl)cc2Cl)cc1 | i | i | i | i | i | i | i | i | i | i | -5*
Cc1cc(C)n(C(=O)CCN2C(=O)c3ccccc3C2=O)n1 | i | i | i | i | i | i | i | i | i | i | i
Cc1ccc(C)c(NC(=O)CN(C)C(=O)c2ccccc2OCc2ccc(Cl)cc2)c1 | i | i | i | i | i | i | i | i | i | i | i
CC(Cc1ccccc1)NC(=O)c1cc2ccccc2o1 (configuration not stated) | i | i | i | i | i | i | i | i | i | i | i
COc1ccc(CCNC(=O)CN2C(=O)COc3ccc(S(=O)(=O)N4CCCC4)cc32)c(OC)c1 | i | i | i | i | i | i | i | i | i | i | i
NC(N)=NS(=O)(=O)c1ccc(NC(=S)Nc2ccc(F)cc2)cc1 | i | i | i | i | i | i | i | i | i | i | i
COC(=O)c1ccc(C(=O)OC)c(NC(=S)N2CCN(C)CC2)c1 | i | i | i | i | i | i | i | i | i | i | i
COc1cccc(-c2cc(C(=O)Nc3ccc4c(c3)OCO4)no2)c1 | i | i | i | i | i | i | i | i | i | i | i
CCCc1c(C(=O)N/N=C(\C)CCc2ccccc2)nnn1-c1nonc1N | i | i | i | i | i | i | i | i | i | i | i
COCCNC(=O)c1ccc(CN2CCOCC2)cc1 | i | i | i | i | i | i | i | i | i | i | i
O=C(CN1C(=O)NC2(CCCCC2)C1=O)NC1CCCc2ccccc21 (configuration not stated) | i | i | i | i | i | i | i | i | i | i | i
Nc1nc(N)c(N=Nc2ccc(SCC(=O)O)cc2)c(=O)[nH]1 | i | i | i | i | i | i | i | i | i | i | i
Clc1ccccc1-c1nnc(-c2cccnc2)o1 | i | i | i | i | i | i | i | i | i | i | i
CC(C)CN1C(=O)NC(NS(=O)(=O)c2ccc(N)cc2)(C(F)(F)F)C1=O (configuration not stated) | i | i | i | i | i | i | i | i | i | i | i
CCCOc1ccc(-c2nc(C#N)c(N3CCN(CC)CC3)o2)cc1 | i | i | i | i | i | i | i | i | i | i | i
Cc1ccc(C)c(NC(=O)CN(C)C(=O)c2ccc(-c3cccc(C(F)(F)F)c3)o2)c1 | i | i | i | i | i | i | i | i | i | i | i
CCOC(=O)c1cc(-c2ccc(N)cc2)sc1N | i | i | i | i | i | i | i | i | i | i | i
Cc1ccc(S(=O)(=O)N(C)C)cc1NC(=O)Nc1ccccc1F | i | i | i | i | i | i | i | i | i | i | i
CC1CCCCN1Cc1nc2c(c(=O)n(C)c(=O)n2C)n1CCCc1ccccc1 (configuration not stated) | i | i | i | i | i | i | i | i | i | i | i
CCN(CC)C(=O)C(=O)N/N=C/c1ccc(F)cc1 | i | i | i | i | i | i | i | i | i | i | i
CC(=O)/C(=N\Nc1ccccc1)Oc1ccc(Br)cc1 | i | i | i | i | i | i | i | i | i | i | i
CC1(C)Cc2nc3n[nH]c(N)c3cc2CO1 | i | i | i | i | i | i | i | i | i | / | i
CC(=O)NC(Nc1nc2c(s1)CCCC2)(C(F)(F)F)C(F)(F)F | i | i | i | i | i | i | i | i | i | i | i
COc1ccc(C(CNC(=O)Nc2ccc(Cl)cc2)N2CCN(C)CC2)cc1 (configuration not stated) | i | i | i | i | i | i | i | i | i | i | i
CCOC(=O)c1c(C)n(C)c2ccc(OC(C)C(=O)OC)cc12 (configuration not stated) | i | i | i | i | i | i | i | i | i | i | i
COc1ccc(C2=NN(C)C(=NCc3ccccc3)SC2)cc1 | i | i | i | i | i | i | i | i | i | i | i
CCOC(=O)c1c(CNCCN(CC)CC)n(C)c2cc(Br)c(OC)cc12 | i | i | i | i | i | i | i | i | i | i | i
CCOC(=O)N1CCN(C(=O)CCc2ccc(S(=O)(=O)NCC(C)C)cc2)CC1 | i | i | i | i | i | i | i | i | i | i | i
Cc1cc(C(=O)NNC(=S)NCc2ccco2)nn1C | i | i | i | i | i | i | i | i | i | i | i
